Compound activity from PubChem BioAssay.
Integrin act MD: integrin-mediated muscular dystrophy alleviation activation. 350,000 compounds, 0.064% hits. Potency, µM (titrated, usually from 38.3 µM), for inactives: top-dose activation, most hits filed as activators. alpha7betagal myoblasts, beta-gal FDG fluorescence, 48 h;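 further: potency means the concentration at half of the fitted maximal effect; 100% = response of the positive control SU9516; nearly all actives have a fitted effect of over 60% in size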
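alpha7betagal+/- myoblasts (passage 13, 250/well) treated 48 h at 37C with compounds at 1:260 dilution of DMSO stock. Lysed, then beta-galactosidase activity read as FDG fluorescence (ex 480/em 540) after 30 min, with pre-read for autofluorescence.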
B2AR arrestin: recruits beta-arrestin to the human beta2-adrenergic receptor | 330,000 compounds, 0.02% hits | P07550 | beta-arrestin recruitment to beta2AR, cell-based reporter | Potency, µM (series often up to 46.1 µM), without a hit: top-dose activation, most hits filed as activators;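 further: potency means the concentration at half of the fitted maximal effect; 0% = DMSO controls and full agonism = EC100 isoproterenol or metaproterenol; nearly all actives have a fitted effect of over 65% in size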
TSG101-PTAP inh: blocks PTAP/TSG101 interaction to inhibit HIV-1 budding; Potency, µM (series often up to 115 µM), inactives show top-dose activity change, negative = inhibition, hits mostly inhibitors; Fluorescence polarization, FITC-PTAP peptide / Tsg101 binding; 340,000 tested, under 10 active; AID 493005; Q99816; active means well fitted inhibition curve with a large enough effect in the main read-out, with a control signal flat, not every such curve was filed as active; inconclusive means small, poorly fitted or top-dose-only effect, or effect the other way, or a change in a side signal; inactive means no such curve, though single readings can be large or run the other way; further: potency means the concentration at half of the fitted maximal effect; % of control where 0% means no effect
Target sequence (Q99816 whole entry, looked up): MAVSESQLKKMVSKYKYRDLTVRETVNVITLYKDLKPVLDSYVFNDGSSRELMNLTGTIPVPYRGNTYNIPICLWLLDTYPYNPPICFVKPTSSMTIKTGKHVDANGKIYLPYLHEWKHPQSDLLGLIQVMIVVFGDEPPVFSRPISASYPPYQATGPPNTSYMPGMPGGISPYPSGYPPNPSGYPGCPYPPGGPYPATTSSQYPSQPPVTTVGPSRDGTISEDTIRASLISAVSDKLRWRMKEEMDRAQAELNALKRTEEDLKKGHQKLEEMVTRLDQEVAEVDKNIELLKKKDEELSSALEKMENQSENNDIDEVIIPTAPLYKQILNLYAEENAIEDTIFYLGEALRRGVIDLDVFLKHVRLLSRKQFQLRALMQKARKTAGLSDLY
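Compounds were pin-transferred onto Tsg101 binding domain (10 uM final) in HEPES pH 7.5 buffer, then FITC-PTAP peptide was added at 50 nM final. After 20 min at RT, polarization reported peptide displacement across a qHTS concentration series.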
GALK inhibitor: inhibitors of human galactokinase. 270,000 compounds, 0.007% hits. Purified GALK, Kinase-Glo residual ATP luminescence. AID 1868. Potency, µM (top dose mostly 57.5 µM), without a hit: top-dose activity change, negative = inhibition, usual class: inhibitors. P51570; further: potency means the concentration at half of the fitted maximal effect; on the % scale 0 is the no-effect control and ±100 the full control effect
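Human GALK (5 nM) with 35 uM ATP and 100 uM galactose in 20 mM HEPES pH 8.0, 5 mM MgCl2, 60 mM NaCl, 1 mM DTT, 0.01% BSA. After 1 h at room temperature, leftover ATP was read by Kinase-Glo Plus luminescence.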
Coupling enz: inhibits coupling enzyme system, counter-screen for aldolase hits. activity change, negative = inhibition, % at 58.2 µM, hits read low. 290,000 compounds, 0.67% hits. coupling enzyme system counterscreen, AmpLite Red fluorescence; in the data active means activity change below about -30%; further: on the % scale 0 is the no-effect control and ±100 the full control effect
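Final compound at 57.5 uM, incubated 10 min at RT with coupling enzyme reagent (glyceraldehyde-3-phosphate), then 20 min with substrate and AmpLite Red detection. Fluorescence read at 525/598 nm; tests interference with the coupling assay, not aldolase inhibition.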
Tb PFK inh: inhibitors of T. brucei phosphofructokinase. Potency, µM (titrated, usually from 57.5 µM), inactives show at the top dose activity, negative = inhibition, hits mostly inhibitors. AID 485367. T. brucei PFK, ADP-Glo luminescence. 330,000 compounds, 0.17% hits. O15648;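 further: potency means the concentration at half of the fitted maximal effect; 0% = uninhibited 1x PFK enzyme wells and -100% = no-enzyme wells; nearly all actives have a fitted effect of over 60% in size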
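PFK 1.25 nM, F6P 0.5 mM, ATP 0.1 mM, 0.1 M TEA pH 8.0, 5 mM MgCl2, 0.01% Tween20, 0.1% BSA; 45 min RT. ADP-Glo readout. qHTS titration up to 57 uM; curves fitted, compounds curve-classed.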
PKM2 activator: activators of human pyruvate kinase M2; P14618; purified PKM2, Kinase-Glo ATP luminescence, activation; response scale: 0% is enzyme alone, no compound; 260,000 compounds, 0.34% hits; AID 1631; Potency, µM (series often up to 57.5 µM), for inactives: at the top dose activation, actives largely listed as activators; further: potency means the concentration at half of the fitted maximal effect; on the % scale 0 is the no-effect control and ±100 the full control effect; nearly all actives have a fitted effect of over 55% in size
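Kinase-Glo luminescence reports ATP generated from ADP (0.1 mM) and PEP (0.5 mM) by purified hPK-M2 after 1 h at room temperature, pH 7.2 imidazole buffer; intermediate enzyme activity allows detecting inhibitors and activators.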
Menin MLL FP TR: displaces Texas Red mutant MLL peptide from human menin | 270,000 compounds, 0.23% hits | AID 1768 | Potency, µM (highest dose often 61.6 µM), for inactives: at the top dose FP activity change, negative = inhibition, usual class: inhibitors | Menin + Texas Red MLL mutant peptide, fluorescence polarization; active means well fitted inhibition curve with a large enough effect in the polarisation, with a control signal flat, not every such curve was filed as active; inconclusive means small, poorly fitted or top-dose-only effect, or effect the other way, or a change in a side signal; inactive means no such curve, though single readings can be large or run the other way; the % refers to the polarisation; further: potency means the concentration at half of the fitted maximal effect; % of control where 0% means no effect; many of its hits are not listed in these tables
Target sequence (O00255 whole entry, looked up): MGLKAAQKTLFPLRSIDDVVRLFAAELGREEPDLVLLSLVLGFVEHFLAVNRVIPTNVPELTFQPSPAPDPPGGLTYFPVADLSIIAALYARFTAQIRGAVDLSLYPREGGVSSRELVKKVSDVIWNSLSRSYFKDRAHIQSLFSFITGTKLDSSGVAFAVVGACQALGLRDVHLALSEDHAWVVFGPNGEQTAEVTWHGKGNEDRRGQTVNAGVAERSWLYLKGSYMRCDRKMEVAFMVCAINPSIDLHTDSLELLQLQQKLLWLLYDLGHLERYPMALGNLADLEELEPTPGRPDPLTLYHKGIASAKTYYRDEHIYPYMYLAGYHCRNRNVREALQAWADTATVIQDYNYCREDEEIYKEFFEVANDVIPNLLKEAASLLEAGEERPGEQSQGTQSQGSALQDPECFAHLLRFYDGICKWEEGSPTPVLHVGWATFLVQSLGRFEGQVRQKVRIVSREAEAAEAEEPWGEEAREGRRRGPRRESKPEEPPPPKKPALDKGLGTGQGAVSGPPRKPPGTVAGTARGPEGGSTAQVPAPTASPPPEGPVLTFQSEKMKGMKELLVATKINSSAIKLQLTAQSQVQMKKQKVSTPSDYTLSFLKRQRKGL
Chronic BCR inh: blocks chronic active B-cell receptor signaling | ABC-DLBCL IkBa-CBG/CBR reporter, luminescence ratio, 4 h | 340,000 compounds, 0.05% hits | AID 493014 | Potency, µM (doses to about 46.1 µM), without a hit: at the highest dose ratio change, negative = lower green/red ratio, hits mostly inhibitors; active means well fitted inhibition curve with a large enough effect in the signal ratio, with a control signal flat, not every such curve was filed as active; inconclusive means small, poorly fitted or top-dose-only effect, or effect the other way, or a change in a side signal; the % refers to the signal ratio;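 further: potency means the concentration at half of the fitted maximal effect; plate controls were basal doxycycline-induced cells for no effect and cells given 10 µM MG132 for full effect; MG132 reads +100%, hits lower the ratio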
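Concentration-response series (up to 46 uM) were applied to TMD8 dual-reporter cells for 4 h at 37C with doxycycline. Green/red ratio, after filter-overlap correction, defined %Activity; red signal alone was normalised to basal cells and zero luminescence.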
S-ASM inh: blocks human secretory acid sphingomyelinase. P17405. placental ASM, HMU-PC fluorogenic substrate, 60 min. Potency, µM (top dose mostly 57.5 µM), without a hit: at the top dose activity change, negative = inhibition, actives largely listed as inhibitors. 340,000 compounds, 0.006% hits; further: potency means the concentration at half of the fitted maximal effect
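Fluorescence read-out (Ex 386 nm, Em 447 nm) after stopping the reaction at pH 10. Enzyme: ASM from human placenta; substrate HMU-PC0, 9 uM final; 60 min, 37 °C. Compound preincubation 10 min, ambient temperature.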
Giardia killer: kills Giardia lamblia; Giardia lamblia trophozoite viability; 340,000 compounds, 0.15% hits; activity change, % at 7.66 µM, hits read low; in the data active means activity change below about -80%; inconclusive means between about -30% and that limit;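 further: parasites exposed to compound for two days anaerobically before the ATP read; on the % scale 0 is the no-effect control and ±100 the full control effect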
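Luminescence from cellular ATP indicates surviving trophozoites (100 cells/well) following 48 hrs anaerobic compound treatment at 37 deg C; signal develops 15-30 min at room temperature.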
An asterisk follows results filed as active; u = inconclusive; x = not tested or not shown; [ ] = another dose, or the depositor's remark. Unless noted, the call rests on the fitted dose curve; in most records, active means well fitted curve in the direction sought with a large enough effect; inconclusive means small, poorly fitted or top-dose-only effect, or another doubt; inactive means no such curve, though single readings can be large; an effect the other way counts as inactive or inconclusive. This is a subset, so the mix of outcomes need not match the whole.

SMILES | Integrin act MD | B2AR arrestin | TSG101-PTAP inh | GALK inhibitor | Coupling enz | Tb PFK inh | PKM2 activator | Menin MLL FP TR | Chronic BCR inh | S-ASM inh | Giardia killer
O=C(NCc1ccco1)c1c(F)c(F)c(F)c(C(=O)NCc2ccco2)c1F | -27.4% | -1.0% | -0.2% | 1.1% | 4.5 | -0.4% | -0.9% | 20.3% | u | -6.0% | -17.1
Cc1cc(C(=O)CC#N)c(C)n1CC(F)(F)F | -3.7% | -0.1% | 1.0% | -1.0% | 0.1 | 1.9% | 3.7% | -9.1% | -17.2% | 2.6% | 9.6
CSc1ccc(C(=O)N2CCC(n3nccc3NC(=O)C3CC3)CC2)cc1 | 6.8% | 0.4% | -8.5% | 3.6% | x | 4.3% | 1.7% | x | u | 0.7% | -5.3
Cc1cccc(C)c1NC(=O)CS(=O)CC(=O)NC1CCN(Cc2ccccc2)CC1 (stereo unspecified) | -9.2% | 0.1% | -9.3% | 2.3% | -0.8 | -3.8% | -0.4% | 0.8% | -2.1% | 1.8% | -17.1
Cc1cc(Nc2cccc(Cl)c2C)n2ncnc2n1 | 10.4% | -1.3% | u | x | 1.0 | -2.0% | 0.3% | 2.1% | u | -5.6% | 13.2
Cc1ccc(-c2nc(NC(=O)CSc3nnc(C)s3)ns2)cc1 | 4.1% | 0.0% | -1.7% | 1.9% | 1.2 | -3.7% | 28.3% | 0.1%[11.7 µM] | -6.4% | -2.9% | -2.7
COc1cc(NC(C)CCCN)c2ncccc2c1Oc1ccccc1 (stereo unspecified) | -21.0% | 0.3% | -1.8% | 3.1% | -30.4* | 18.6% | -0.1% | -13.3% | -5.4% | -5.3% | 6.4
COc1ccc(Cn2c(=O)oc3ccccc32)cc1F | -13.2% | -0.1% | -2.2% | x | 9.0 | 0.5% | x | -4.0% | -0.2% | -4.6% | 0.6
COc1ccc(C(=O)N/N=C/C(Br)=C/c2ccccc2)cc1 | -50.4%[inhibitor] | u | -2.7% | -0.2% | 0.3 | 0.0% | -6.8% | 33.3%[activator] | u | x | -6.9
CCSc1ccccc1C(=O)Nc1cc(C)on1 | -4.1% | -0.2% | -7.5% | -3.4% | -0.7 | -2.8% | 0.6% | -0.3% | 3.1% | -2.8% | -7.2
CCN(C(=O)C1CCCN(c2ncnc3c2nc2n3CCCCC2)C1)c1cccc(Cl)c1 (stereo unspecified) | -0.2% | 0.2% | 2.9% | 6.2% | 1.0 | -0.7% | 5.4% | -10.1% | u | 0.1% | 10.7
COc1ccc(NC(=O)CSc2nnc(-c3ccncc3)n2C)cc1 | 14.7% | -0.3% | -2.9% | 0.0% | 1.1 | -4.0% | 3.4% | 2.2% | 10.5% | 4.7% | -1.2
O=C(c1ccc(S(=O)(=O)N2CCCC2)cc1)N(Cc1ccco1)C1CCS(=O)(=O)C1 (stereo unspecified) | 0.0% | -0.4% | -1.6% | -0.2% | -2.4 | 0.8% | 4.7% | x | 0.9% | -0.1% | 6.6
Cc1nnc(NC(=O)c2ccc3c(c2)C(=O)N(CC2CCCO2)C3=O)s1 (stereo unspecified) | 3.5% | 0.3% | -3.5% | 2.9% | 8.8 | -0.6% | 6.7% | -0.2% | 5.9% | 0.4% | -4.1
COC(=O)c1ccc2c(=O)[nH]c(COC(=O)c3cccc(S(=O)(=O)N4CCOCC4)c3)nc2c1 | -4.6% | -0.3% | -1.8% | x | x | 6.2% | x | x | -0.7% | -1.3% | -6.1
O=C(NC(=S)Nc1ccc(N2CCCCC2)cc1)c1cccs1 | -37.7% | 0.2% | -4.2% | 1.6% | 0.4 | -0.2% | 3.0% | u | u | -10.8% | 8.7
CCn1nc(C(=O)OCC(=O)NC(C)C)c2ccccc2c1=O | 15.2% | -0.1% | 0.1% | -0.7% | -2.0 | -0.7% | 2.5% | 2.1% | -11.4% | -3.2% | 2.6
O=C(c1ccc(F)cc1)C1CCN(C(=O)N2CCOCC2)CC1 | -4.1%[7.66 µM] | -0.6% | -8.5% | 7.2% | 0.2 | -0.5% | -3.1% | 2.2% | u | 1.4% | -9.8
COC(=O)c1ccccc1S(=O)(=O)N(CCCO)Cc1cc2c(C)ccc(C)c2[nH]c1=O | -6.2% | -0.3% | -2.5% | 0.9% | 5.1 | 2.8% | 6.7% | -1.2% | -6.2% | 5.0% | 19.8
CNC(=O)c1ccc(Nc2nc(-c3ccccc3)nc3ccccc23)cc1 | 18.8% | -0.9% | -0.6% | -1.9% | 0.8 | 1.2% | -0.2% | u | u | -3.0% | 16.9
CCc1cccc(NC2c3ccccc3C(=O)N2c2ccc(C)cn2)c1 (stereo unspecified) | -5.9% | 0.4% | -2.2% | 2.6% | 0.0 | 3.3% | 2.8% | -0.2% | u | u | 12.2
CCOC(=O)c1csc(COc2ccccc2Cl)n1 | -11.8% | -0.8% | -2.6% | x | 0.2 | -0.3% | 0.2% | x | u | -1.7% | 10.4
O=C(CC12CC3CC(CC(C3)C1)C2)NCO | 22.5% | -0.2% | 0.3% | 5.6% | 2.6 | 1.2% | -0.4% | -19.3% | 3.3% | -0.4% | -6.6
COc1ccc(-c2ccc(SCC(=O)NCc3ccco3)nn2)cc1 | 2.8% | 0.3% | -2.1% | 3.1% | 1.5 | 0.1% | 2.2% | -16.1% | 0.0% | -1.5% | -14.4
CCOC(=O)c1c(C2CC2)csc1NC(=O)COC(=O)c1cnc(Cl)c(Cl)c1 | 29.5% | -0.4% | -1.9% | 0.5% | 0.1 | 0.3% | u | 0.6% | 14.7% | -4.0% | -0.3
O=C(COc1ccc(Cl)cc1)NCCCNC(=O)c1ccccn1 | 21.9% | -0.1% | -3.9% | 5.5% | 3.9 | -23.1% | x | -0.5% | -4.9% | 4.3% | 0.1
O=C(/C=C/c1ccco1)Nc1ccccn1 | 12.5% | -1.5% | -0.4% | 2.4% | 3.2 | -9.7% | -34.8% | 17.2% | u | x | -21.5
O=C(NC12CC3CC(CC(C3)C1)C2)c1cc([N+](=O)[O-])ccc1Cl | -15.5% | -0.6% | 0.3% | -1.7% | -1.4 | -1.8% | -2.5% | -19.3% | -1.0% | -5.7% | -13.3
O=C(c1ccccc1)N(c1ccccc1)C1C=CS(=O)(=O)C1 (stereo unspecified) | 21.2% | 0.5% | -1.6% | -1.7% | 2.7 | -0.6% | 1.5% | -13.7% | 3.6% | 0.9% | -7.4
COC(=O)c1ccccc1NC(=O)Nc1cc(C)cc(C)n1 | 6.6% | -0.4% | -3.8% | -0.3% | -0.2 | -6.9% | -3.6% | 21.5% | u | 8.3% | -1.7
COc1cc(OC)c(C(=O)Nc2ccc(S(=O)(=O)Nc3ncccn3)cc2)cc1OC | -3.6% | -0.2% | -4.6% | -0.1% | 3.8 | 28.4% | 0.4% | -0.1% | -2.3% | 5.1% | -0.7
COCCn1nnnc1C(c1cccs1)N1CCN(c2nc3ccccc3s2)CC1 (stereo unspecified) | -3.6% | 0.1% | -1.3% | 1.1% | 0.7 | -1.9% | -4.2% | 6.8% | 6.6% | -8.5% | 2.1
Cc1ccc(CNC(=O)/C=C/c2c(Cl)cccc2Cl)cc1 | 24.0% | -0.2% | 0.3% | 0.4% | -2.4 | -2.4% | 1.3% | -10.5% | 0.3% | 0.4% | -10.0
O=C(c1csc2c1CCCC2)N1CCN(c2ccccc2)CC1 | -4.8% | 0.5% | -6.2% | 2.2% | 0.3 | -1.5% | 0.6% | -9.4% | 19.7% | -1.1% | -16.7
Cc1ccc(S(=O)(=O)NCCC(=O)Nc2cccc(S(=O)(=O)N3CCCC3)c2)cc1C | -0.4% | -0.1% | 2.2% | x | x | 0.0% | x | x | u | -1.2% | 3.4
CC(NC(=O)C1CCCN(S(=O)(=O)c2cnc[nH]2)C1)c1ccccc1 (stereo unspecified) | 17.3% | -0.7% | -5.0% | 1.5% | 0.3 | 0.7% | 16.2% | 1.2% | 16.8% | 0.2% | u
C#CCn1c(=NC(=O)c2ccc(Cl)s2)sc2cccc(OC)c21 | 7.0% | -0.1% | 0.8% | -1.9% | 0.3 | -2.2% | -0.2% | 7.1% | u | 147.8%[activator] | -22.7
COc1ccc(-c2noc(N3CCC(C(=O)NC(C)c4ccccc4)CC3)n2)cc1 (stereo unspecified) | 0.1% | -0.3% | 27.8% | x | -4.6 | -0.2% | -4.8% | 20.2% | -4.5% | -2.6% | -22.2
